KCNH2 WT inh: inhibitors of human wildtype KCNH2 potassium channel; Q12809; U2OS, BacMam KCNH2, thallium flux FluxOr; stronger effect = lower value; activity change, % at 1.84 µM; actives 0.37% (n = 340,000);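 active = maximum activity change below -70%; inconclusive = maximum activity change between -70% and -50%; inactive = maximum activity change above -50%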; also: % is scaled to controls: 0 for no effect and ±100 for the full control effect
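U2OS cells transduced with wild-type KCNH2 virus are loaded with FluxOr dye for 45 min, and thallium flux is measured in kinetic reads before and after stimulation buffer. Rate constants are normalized to DMSO controls.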
CXXC DNA block: MLL CXXC-DNA interaction inhibition; Potency, µM (doses to about 115 µM), without a hit: at the top dose activity change, negative = inhibition, most hits filed as inhibitors; Q03164; MLL-CXXC / FITC-HOXA9 DNA fluorescence polarization; actives 0.037% (n = 290,000); AID 2662; active = well fitted inhibition curve with a large enough effect in the polarisation, with a control signal flat, not every such curve was filed as active; inconclusive = small, poorly fitted or top-dose-only effect, or effect the other way, or a change in a side signal; inactive = no such curve, though single readings can be large or run the other way; the % refers to the polarisation; also: potency is read from the fitted curve at half-maximal effect
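Steps: dispense CXXC domain solution (7 uM) → pin compounds or unlabeled HOX-A9 DNA control → 5 min ambient → add FLSN-HOX-A9 solution (50 nM) → spin → 30 min ambient → fluorescence polarization. Tris pH 7.5/NaCl/DTT/BSA buffer.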
MBNL1-CUG inh: inhibitors of human MBNL1 binding to CUG repeat RNA; Q9NR56; TR-FRET MBNL1-His/biotin-(CUG)12 binding, 665/545 ratio; Potency, µM (series often up to 57.5 µM), without a hit: top-dose activity change, negative = inhibition, hits mostly inhibitors; actives 0.036% (n = 280,000); active = well fitted inhibition curve with a large enough effect in the signal ratio, with a control signal flat, not every such curve was filed as active; inconclusive = small, poorly fitted or top-dose-only effect, or effect the other way, or a change in a side signal; inactive = no such curve, though single readings can be large or run the other way; the % refers to the signal ratio; also: potency is read from the fitted curve at half-maximal effect; % is scaled to controls: 0 for no effect and ±100 for the full control effect
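Compound titration spanned 92 nM–58 uM against the MBNL1-His/biotin-(CUG)12 complex. After 60 min at room temperature with 5 nM streptavidin-XL665 and 0.055 ng/ul terbium anti-His, ratiometric 665/545 nm emission (Ex 340 nm) normalized to controls.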
AT treatment: candidate therapy for ataxia-telangiectasia | […] A-T fibroblasts, KAP-1 phosphorylation AlphaLISA; neocarzinostatin DNA damage 30 min before lysis | Potency, µM (doses to about 57.5 µM), for inactives: at the top dose activation, usual class: activators | actives 0.19% (n = 320,000); also: potency is read from the fitted curve at half-maximal effect; % of control where 0% means no effect; nearly all actives have a fitted effect of over 45% in size
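hTERT-immortalized A-T patient fibroblasts ([…]), 500 cells/well in OPTI-MEM, 1% FBS, got compounds for 60 min, then NCS for 30 min at 37C. Lysates were then assayed for phospho-KAP-1 by AlphaLISA (anti-pKAP1 donor, anti-KAP1 acceptor beads), 6 hr at 25C.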
Integrin act MD: activates integrin-mediated alleviation for muscular dystrophy; alpha7betagal myoblasts, beta-gal FDG fluorescence, 48 h; Potency, µM (titrated, usually from 38.3 µM), for the others: at the top dose activation, usual class: activators; actives 0.064% (n = 350,000);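 also: potency is read from the fitted curve at half-maximal effect; 100% = response of the positive control SU9516; nearly all actives have a fitted effect of over 60% in size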
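alpha7betagal+/- myoblasts (passage 13, 250/well) treated 48 h at 37C with compounds at 1:260 dilution of DMSO stock. Lysed, then beta-galactosidase activity read as FDG fluorescence (ex 480/em 540) after 30 min, with pre-read for autofluorescence.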
S-ASM inh: human S-ASM enzyme inhibition; P17405; placental ASM, HMU-PC fluorogenic substrate, 60 min; Potency, µM (top dose mostly 57.5 µM), without a hit: at the top dose activity change, negative = inhibition, actives largely listed as inhibitors; actives 0.006% (n = 340,000); AID 504937; also: potency is read from the fitted curve at half-maximal effect
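HMU-PC0 cleavage (9 uM final) by human placental ASM, 60 min at 37 °C following 10 min compound exposure at RT; stopped at pH 10, fluorescence Ex 386/Em 447 nm.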
Coupling enz: coupling enzyme interference in Giardia aldolase counter-screen; coupling enzyme system counterscreen, AmpLite Red fluorescence; activity change, negative = inhibition, % at 58.2 µM, hits read low; actives 0.67% (n = 290,000); AID 2472; in the data active = activity change below about -30%; also: % is scaled to controls: 0 for no effect and ±100 for the full control effect
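Final compound at 57.5 uM, incubated 10 min at RT with coupling enzyme reagent (glyceraldehyde-3-phosphate), then 20 min with substrate and AmpLite Red detection. Fluorescence read at 525/598 nm; tests interference with the coupling assay, not aldolase inhibition.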
KCNH2 3.1 block: inhibitors of human KCNH2 3.1 potassium channel isoform; U2OS KCNH2 3.1, thallium flux FluxOr; stronger effect = lower value; activity change, % (tested at about 1.8 µM); actives 0.95% (n = 340,000); AID 720553;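 active = maximum activity change below -70%; inconclusive = maximum activity change from -70% to -50%; inactive = maximum activity change above -50%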;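 also: thallium influx rate constant from kinetic fluorescence after stimulation buffer; % is scaled to controls: 0 for no effect and ±100 for the full control effect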
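Steps: virus added to U2OS suspension (4 h, RT, dark); medium with 10% FBS added, cells plated, 37 C overnight; FluxOr/Red40 loading buffer 45 min RT; stimulation buffer, 2 min kinetic read; rate constant normalized.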
GALK inhibitor: inhibitors of human galactokinase; Potency, µM (highest dose often 57.5 µM), for inactives: at the highest dose activity change, negative = inhibition, actives largely listed as inhibitors; actives 0.007% (n = 270,000); Purified GALK, Kinase-Glo residual ATP luminescence; P51570; also: potency is read from the fitted curve at half-maximal effect; % is scaled to controls: 0 for no effect and ±100 for the full control effect
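5 nM enzyme, 35 uM ATP, 100 uM galactose, 20 mM HEPES pH8.0, 5 mM MgCl2; 1 h RT; residual ATP by Kinase-Glo Plus luminescence, qHTS format.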
TRPV1 agonist: human TRPV1 agonism | AID 540275 | TRPV1-expressing cells, Fluo-8 calcium influx, agonist mode | actives 0.19% (n = 320,000) | activation, % at 8.33 µM | Q8NER1; in the data active = activation above about 80%; inconclusive = between about 30% and that limit; also: 0% is about no effect
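Fluo-8 calcium influx in TRPV1-expressing cells, kinetic read (ex 480/em 520 nm). Compound added and read 3 min for agonist activity, followed by capsaicin at EC20 final and 2 min further read for enhancement.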
* hit, by the source's call; [ ] = another dose, or the depositor's remark. Unless noted, calls follow the shape of the dose curve; as a rule, active = well fitted curve in the direction sought with a large enough effect; inconclusive = small, poorly fitted or top-dose-only effect, or another doubt; inactive = no such curve, though single readings can be large; an effect the other way counts as inactive or inconclusive.

For N#C[C@@H]1[C@@H]2C(=O)N(c3ccc4c(c3)OCCO4)C(=O)[C@@H]2C2c3ccccc3C=CN21 (stereo not given in full) the results were CXXC DNA block 18%, MBNL1-CUG inh 20%, AT treatment -4%, Coupling enz -34*, GALK inhibitor -4% and TRPV1 agonist 0.
C=CCOc1c(Cl)cc(CNCCC)cc1Cl was read as KCNH2 WT inh 3, CXXC DNA block -1%, MBNL1-CUG inh 3%, Integrin act MD -12%, S-ASM inh 0%, Coupling enz 0, KCNH2 3.1 block 2, GALK inhibitor 1% and TRPV1 agonist -4.
For O=S(=O)(NCC1CCCO1)c1cc(Cl)ccc1Cl (stereo not given) the results were KCNH2 WT inh 6, CXXC DNA block 9%, MBNL1-CUG inh 0%, AT treatment 0%, Integrin act MD 10%, S-ASM inh -3%, Coupling enz 2, KCNH2 3.1 block 12, GALK inhibitor 1% and TRPV1 agonist 7.
For COc1ccc(CCC(=O)Nc2sccc2C#N)cc1 the results were KCNH2 WT inh -3, CXXC DNA block 11%, MBNL1-CUG inh 20%, AT treatment 8%, Integrin act MD 16%, S-ASM inh -4%, Coupling enz -4, KCNH2 3.1 block 18, GALK inhibitor 8% and TRPV1 agonist 0.
Screening Cc1ccc(-c2cn3cccnc3n2)cc1NC(=O)c1ccc(Br)o1 returned KCNH2 WT inh -30, CXXC DNA block 12%, MBNL1-CUG inh inconclusive, AT treatment 6%, Integrin act MD 19%, S-ASM inh 334%[activator], Coupling enz 0, KCNH2 3.1 block -6, GALK inhibitor 2% and TRPV1 agonist 1.
Screening CCC(C)C(NC(=O)OC(C)(C)C)C(=O)NC(CC(C)C)C(N)=O (stereo not given) returned KCNH2 WT inh -6, CXXC DNA block -3%, MBNL1-CUG inh -7%, AT treatment 9%, Integrin act MD 5%, S-ASM inh 3%, Coupling enz -2, KCNH2 3.1 block -27, GALK inhibitor 3% and TRPV1 agonist 2.
For C=CCOc1ccccc1CNCCc1ccc(S(N)(=O)=O)cc1 the results were KCNH2 WT inh 26, CXXC DNA block -7%, MBNL1-CUG inh -7%, AT treatment 1%, Integrin act MD 15%, S-ASM inh 6%, Coupling enz 3, KCNH2 3.1 block -36, GALK inhibitor -3% and TRPV1 agonist 2.
`O=C(NCCc1c[nH]c2ccccc12)c1ccc(Br)o1` gave KCNH2 WT inh 1, AT treatment 2%, Integrin act MD 15%, S-ASM inh -2% and KCNH2 3.1 block 2.
CN(Cc1ccco1)C(=O)CN1C(=O)NC2(CCCCC2)C1=O was read as KCNH2 WT inh -1, AT treatment 5%, Integrin act MD 0%, S-ASM inh 3%, KCNH2 3.1 block 13 and TRPV1 agonist 1.
CN(C)Cc1ccc(O)c(CCc2ccccc2)n1 was read as KCNH2 WT inh 5, CXXC DNA block -9%, MBNL1-CUG inh -14%, AT treatment 2%, Integrin act MD 33%, S-ASM inh -1%, Coupling enz 0, KCNH2 3.1 block 26, GALK inhibitor -1% and TRPV1 agonist 1.
Screening O=C(CN1C(=O)c2ccccc2C1=O)NCC(=O)Nc1ccccc1 returned KCNH2 WT inh -20, Integrin act MD 8%, S-ASM inh 3% and KCNH2 3.1 block -1.
CCOC(=O)C(C)n1nc(C)c2sc3ccccc3c2c1=O (stereo not given) was read as KCNH2 WT inh -38, CXXC DNA block -5%, MBNL1-CUG inh -2%, AT treatment 4%, Integrin act MD 9%, S-ASM inh -3%, Coupling enz 0, KCNH2 3.1 block 6, GALK inhibitor 0% and TRPV1 agonist -4.
Screening COc1cccc(CC(=O)OCC(=O)NC(=O)c2ccc(OC(F)F)cc2)c1 returned KCNH2 WT inh -4, Integrin act MD 1%, S-ASM inh -3%, KCNH2 3.1 block -12 and TRPV1 agonist -6.
For O=C(Cc1ccc(F)cc1)Nc1nnc(SCC(=O)NC2CCCC2)s1 the results were KCNH2 WT inh 3, CXXC DNA block -4%, MBNL1-CUG inh 0%, AT treatment 0%, Integrin act MD 2%, S-ASM inh -2%, Coupling enz 3, KCNH2 3.1 block 5, GALK inhibitor -2% and TRPV1 agonist -5.
CCN(CC)CCNC(=O)C1CCN(S(=O)(=O)c2c(C)noc2/C=C/c2ccccc2F)CC1 was read as KCNH2 WT inh 21, CXXC DNA block -7%, MBNL1-CUG inh 12%, AT treatment 6%, Integrin act MD -67%[inhibitor], S-ASM inh -2%, KCNH2 3.1 block -9, GALK inhibitor -1% and TRPV1 agonist 2.
COC(=O)c1cc(OC)nc(OC)c1 was read as KCNH2 WT inh -1, CXXC DNA block 4%, MBNL1-CUG inh -10%, AT treatment 3%, Integrin act MD -9%, S-ASM inh 0%, Coupling enz 1, KCNH2 3.1 block 9, GALK inhibitor 0% and TRPV1 agonist 0.
`CCN(CC(=O)NCc1ccc(F)cc1)C(=O)COc1ccc2ccccc2c1` gave KCNH2 WT inh 15, CXXC DNA block 3%, MBNL1-CUG inh -4%, AT treatment -1%, Integrin act MD -18%, S-ASM inh -2%, Coupling enz -1, KCNH2 3.1 block -7, GALK inhibitor 1% and TRPV1 agonist 29.
For c1ccc2[nH]c(NC3=NCCC3)nc2c1 the results were KCNH2 WT inh -9, CXXC DNA block 28%, MBNL1-CUG inh 6%, AT treatment -4%, Integrin act MD -18%, S-ASM inh 0%, Coupling enz 2, KCNH2 3.1 block 4, GALK inhibitor -2% and TRPV1 agonist 3.
For CN(CC(=O)Nc1ccccc1Cl)C(=O)CSc1nncs1 the results were KCNH2 WT inh -6, AT treatment -2%, Integrin act MD 3%, S-ASM inh 4%, KCNH2 3.1 block 4 and TRPV1 agonist 4.
COc1ccc(C=Nc2ccc3[nH]ncc3c2)c(O)c1 was read as KCNH2 WT inh -10, CXXC DNA block 9%, MBNL1-CUG inh inconclusive, AT treatment 7%, Integrin act MD 12%, S-ASM inh 4%, Coupling enz -24, KCNH2 3.1 block 4, GALK inhibitor 4% and TRPV1 agonist -4.
Screening Cc1cc(C)c2c(C)nn(C3CCCCC3)c2n1 returned KCNH2 WT inh -1, CXXC DNA block 4%, MBNL1-CUG inh -1%, AT treatment 6%, Integrin act MD -34%, S-ASM inh -1%, Coupling enz 1, KCNH2 3.1 block -22, GALK inhibitor 1% and TRPV1 agonist -2.
CC1CCCCC1NC(=O)COc1ccc(C#N)cc1 (stereo not given) was read as KCNH2 WT inh 13, AT treatment 10%, Integrin act MD 10%, S-ASM inh -2% and KCNH2 3.1 block 16.
O=C(c1ccc(OC2CCN(CCc3ccccc3)CC2)cc1)N1CCC[C@H]1CO was read as KCNH2 WT inh 4, CXXC DNA block -1%, MBNL1-CUG inh -4%, AT treatment 5%, Integrin act MD 0%, S-ASM inh -1%, Coupling enz 0, KCNH2 3.1 block 13, GALK inhibitor 4% and TRPV1 agonist 0.
CC(=O)Nc1ccc2nc(NC(=O)COc3cccc(C)c3)sc2c1 was read as KCNH2 WT inh 3, CXXC DNA block 18%, MBNL1-CUG inh 2%, AT treatment 1%, Integrin act MD 15%, S-ASM inh 0%, Coupling enz 3, KCNH2 3.1 block 8, GALK inhibitor -3% and TRPV1 agonist 9.
`COc1ccc(OC)c(-c2cc(C(=O)Nc3ccc(F)cc3F)no2)c1` gave KCNH2 WT inh -37, CXXC DNA block 16%, MBNL1-CUG inh 14%, AT treatment 1%, Integrin act MD -8%, S-ASM inh 5%, Coupling enz 12, KCNH2 3.1 block 14, GALK inhibitor 0% and TRPV1 agonist 3.
COc1ccc(C2CC(c3ccc(C(F)(F)F)cc3)=NN2c2ccc(S(N)(=O)=O)cc2)cc1 (stereo not given) was read as KCNH2 WT inh 30, AT treatment -11%, Integrin act MD -6%, S-ASM inh inactive and KCNH2 3.1 block -5.

Fetched one by one from above (two):
O=C(c1ccc(OC2CCN(CCc3ccccc3)CC2)cc1)N1CCC[C@H]1CO was read as KCNH2 WT inh 4, CXXC DNA block -1%, MBNL1-CUG inh -4%, AT treatment 5%, Integrin act MD 0%, S-ASM inh -1%, Coupling enz 0, KCNH2 3.1 block 13, GALK inhibitor 4% and TRPV1 agonist 0.
COc1ccc(C2CC(c3ccc(C(F)(F)F)cc3)=NN2c2ccc(S(N)(=O)=O)cc2)cc1 (stereo not given) was read as KCNH2 WT inh 30, AT treatment -11%, Integrin act MD -6%, S-ASM inh inactive and KCNH2 3.1 block -5.

Compound activity from PubChem.
